Source: PubChem
HCV core dimer = HCV core protein dimerization inhibition | TR-FRET GST/Flag-core106 dimerization, 1536-well | inhibition, % at 5 µM | 300,000 tested, 0.33% active;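 active means inhibition above the mean of all tested compounds plus 3 SD, set per screening campaign, cut at about 45% in these data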
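Assay system – GST-tagged and Flag-tagged HCV core protein residues 1-106 · Quantity – core106 proteins, GST 13.5 nM and Flag 17 nM · Benchmarks – unlabelled core106 and no-GST-core106 wells · Read-out basis – percent inhibition of core106 dimerization signal · Detection – time-resolved FRET, ex 340 nm, em 617 and 671 nm · Schedule – 4 h at 22.5 °C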
PP1 inh = blocks human PP1-alpha phosphatase, a PP5 counter-screen; P62136; purified PP1alpha, OMFP fluorescence; inhibition, % at 6.7 µM; 320,000 tested, 0.9% active; AID 2235;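 active means inhibition above the mean inhibition of all tested compounds plus 3 SD, computed separately for each screening campaign, cut at about 15% in these data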
PP5 primary = blocks human protein phosphatase 5 activity; inhibition, % at 6.7 µM; 320,000 tested, 0.18% active; purified PP5c, OMFP substrate fluorescence;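 active means inhibition above the campaign's mean inhibition across all tested compounds plus 3 SD, cut at about 9.5% in these data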;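 further: 0% = DMSO only and 100% = 100 µM cantharidin control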
Target sequence (P53041 whole entry, looked up): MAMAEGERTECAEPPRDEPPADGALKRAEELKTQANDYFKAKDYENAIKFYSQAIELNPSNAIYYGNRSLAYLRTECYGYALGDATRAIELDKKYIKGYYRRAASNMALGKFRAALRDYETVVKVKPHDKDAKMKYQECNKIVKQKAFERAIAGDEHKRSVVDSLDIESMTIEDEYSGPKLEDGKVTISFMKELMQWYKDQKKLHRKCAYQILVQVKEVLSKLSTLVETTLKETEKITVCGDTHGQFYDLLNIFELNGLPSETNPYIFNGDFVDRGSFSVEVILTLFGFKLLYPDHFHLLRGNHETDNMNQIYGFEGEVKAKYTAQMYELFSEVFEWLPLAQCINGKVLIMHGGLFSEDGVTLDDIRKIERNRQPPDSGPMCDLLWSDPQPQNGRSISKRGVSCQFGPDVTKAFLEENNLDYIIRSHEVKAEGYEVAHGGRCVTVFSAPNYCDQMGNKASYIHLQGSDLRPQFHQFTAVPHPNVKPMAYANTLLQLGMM
proCasp3 act = procaspase-3 (human) activation; recombinant procaspase-3 D3A, Ac-DEVD-pNA absorbance 405 nm; activation, % at 8.5 µM; 330,000 tested, 0.11% active;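 active means activation above the mean of all tested compounds plus 3 SD, cut at about 21% in these data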;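 further: 0% = DMSO alone and 100% = DMSO wells spiked with extra 5 µM PC-3 D3A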
Target sequence (P42574 whole entry D9A/D28A/D175A): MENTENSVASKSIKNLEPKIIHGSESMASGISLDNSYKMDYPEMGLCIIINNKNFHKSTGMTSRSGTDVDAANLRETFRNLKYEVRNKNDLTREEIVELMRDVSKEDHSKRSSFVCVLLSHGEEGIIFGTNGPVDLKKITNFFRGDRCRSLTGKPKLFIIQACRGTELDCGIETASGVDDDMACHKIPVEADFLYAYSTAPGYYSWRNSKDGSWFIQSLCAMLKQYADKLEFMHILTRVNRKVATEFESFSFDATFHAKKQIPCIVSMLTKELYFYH
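Assay system: Autoprocessing-dead procaspase-3 D3A mutant enzyme; also added: Ac-DEVD-pNA; doses: one concentration, 8.5 µM nominal, 0.8% DMSO; times: 1 h compound preincubation, 2 h substrate hydrolysis at 25 °C; technique: 405 nm absorbance of p-nitroaniline, reads at 0 and 120 min; measure: % activation between DMSO and enzyme-spiked controls; repeats: single replicate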
GRK2 inh = blocks RNA aptamer binding to human GRK2; bead flow cytometry, FAM-aptamer displacement from GRK2; inhibition of aptamer binding, % at 10 µM; 330,000 tested, 0.59% active;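 active means inhibition of aptamer binding above 40%, roughly 3 SD of noise, on plates passing a quality check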;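 further: median bead fluorescence of bound FAM aptamer so fluorescent compounds give negative values; no value below 0 was filed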
Fh CTSL1 inh = blocks F. hepatica cathepsin L1 in PFM18AAP counter-screen; inhibition, % at 5.96 µM; recombinant F. hepatica cathepsin L1, Z-Leu-Arg-MCA fluorescence; 300,000 tested, 0.49% active;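 active means inhibition above the mean of all tested compounds plus 3 SD, set per screening campaign, cut at about 17% in these data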;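 further: 0% = plate median of test compound wells and 100% = 1 µM Z-Phe-Ala-diazomethylketone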
JMJD2C inh = blocks human GASC-1 demethylase activity; Q9H3R0; GST-JMJD2C(1-420) H3K9me3 demethylation, DELFIA europium; inhibition, % at 2.35 µM; 330,000 tested, 0.069% active; AID 2099;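 active means more than half of a compound's replicate wells show inhibition beyond 50%, single wells judged on their own value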;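 further: signal counts dimethyl H3K9 product captured on neutravidin plate; 0% = median of DMSO wells and 100% = 0.3 times that DMSO median; strong numbers were not always called active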
proCasp7 act = counter-screen for procaspase-3 activators: activators of human procaspase-7. P55210. recombinant procaspase-7, Ac-DEVD-pNA absorbance 405 nm; D23A/D198A/D206A triple mutant, cannot self-cleave; scale: DMSO 0, 5 µM enzyme 100. activation, % at 8.5 µM. 330,000 tested, 0.093% active. AID 463210;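 active means percent activation above the screen-wide mean plus 3 SD, cut at about 25% in these data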
Target sequence (P55210 whole entry D23A/D198A/D206A): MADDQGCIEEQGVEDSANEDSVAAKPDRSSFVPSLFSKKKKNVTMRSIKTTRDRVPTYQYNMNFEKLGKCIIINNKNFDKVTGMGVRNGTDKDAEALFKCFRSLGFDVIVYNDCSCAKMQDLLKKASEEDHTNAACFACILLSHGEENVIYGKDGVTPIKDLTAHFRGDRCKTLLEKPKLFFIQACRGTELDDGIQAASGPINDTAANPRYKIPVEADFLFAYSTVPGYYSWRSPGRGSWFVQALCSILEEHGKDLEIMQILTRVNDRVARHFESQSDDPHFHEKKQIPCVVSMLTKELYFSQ
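System: Uncleavable procaspase-7 mutant enzyme; Amount: 2 µM procaspase-7 mutant as dispensed; Schedule: 1 h compound preincubation, 2 h substrate cleavage, 25 °C; Measured by: 405 nm absorbance of p-nitroaniline; Evaluation: percent activation from buffer-corrected 0–120 min absorbance change; Control set: low DMSO alone, high DMSO plus 5 µM PC-7.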
VLA-4 inh = inhibition in a human VLA-4 binding assay; P13612; VLA-4 expressing cells, ligand binding flow cytometry; inhibition, % (about 7 µM as worked out from the volumes in the protocol); 330,000 tested, 0.2% active; in the data active means inhibition above about 50%
* hit, by the source's call; nt = no result given; & = joins results of further samples.

SMILES	HCV core dimer	PP1 inh	PP5 primary	proCasp3 act	GRK2 inh	Fh CTSL1 inh	JMJD2C inh	proCasp7 act	VLA-4 inh
CCOC(=O)c1c(NC(=O)C(C)Sc2cccc[n+]2[O-])sc2c1CCN(Cc1ccccc1)C2 (configuration not stated)	14	-2	-2.1	-14	3	0	0	-9	9
COc1ccc(CC(=O)Nc2ccccc2NC(=O)Cc2ccc(OC)cc2)cc1	23	0	-1.0	4	0	-8	-4	3	3
Cc1ccc(NC(C(N)=O)c2c(C)[nH]c(=O)[nH]c2=O)cc1 (configuration not stated)	-1	-3	-1.0	6	0	1	21	22	-23
CC1CS(=O)(=O)CCN1N=Cc1ccc([N+](=O)[O-])o1 (configuration not stated)	0	-4	3.9	-4	3	-7	nt	-10	15
CC(C)c1ccc(CNCc2ccccc2)cc1	1	1	2.7	8	0	-2	-11	8	12
COc1ccc([C@H]2Oc3cc(O)cc(O)c3C(=O)C2[C@@H]2C(=O)c3c(O)cc(O)cc3O[C@@H]2c2ccc(OC)cc2)cc1 (some centres not stated)	16	25*	4.7	13	6	4	19	3	-15
N#CC1=C(N)OC2=C(C(=O)CCC2)C1c1ccccc1 (configuration not stated)	0	-3	-0.1	-8	0	0	2	-11	-2
O=C(CN1C2=NCCCN2c2ccccc21)c1ccc(Br)s1	4	-2	-2.8	1	0	-5	7&-8	7	-1
COc1ccccc1C(=O)Nc1ccc2c(c1)nc(CCNC(C)=O)n2C	-4	3	0.6	1	0	-2	-2	0	8
CCOc1cccc2sc(N(CCN(C)C)C(=O)/C=C/c3cccs3)nc12	-3	4	1.3	-5	0	-3	-14	10	19

Single values from the results shown:
proCasp7 act with N#CC1=C(N)OC2=C(C(=O)CCC2)C1c1ccccc1 (configuration not stated) = -11
VLA-4 inh with Cc1ccc(NC(C(N)=O)c2c(C)[nH]c(=O)[nH]c2=O)cc1 (configuration not stated) = -23
GRK2 inh with CCOc1cccc2sc(N(CCN(C)C)C(=O)/C=C/c3cccs3)nc12 = 0

The list continues:
SMILES	HCV core dimer	PP1 inh	PP5 primary	proCasp3 act	GRK2 inh	Fh CTSL1 inh	JMJD2C inh	proCasp7 act	VLA-4 inh
CCc1cccc(C)c1NC(=O)CCCn1c(=O)c2cccn2c2cccnc21	10	0	-1.4	2	0	0	1	10	3
O=C(CSCc1ccccc1)NC1CCSC1=O (configuration not stated)	4	-1	0.1	-2	0	-23	-7	4	8
Nc1nc(SCc2nc3sc4c(c3c(=O)[nH]2)CCCC4)n[nH]1	16	4	1.6	2	2	0	-4	-3	0
CC1=C(C(=O)Nc2cccc(C(=O)NCc3ccccc3C)c2)SCCO1	-20	5	0.0	5	1	1	-3	1	2
CCC(C)(C#CCN1CCCCC1)OCCC#N (configuration not stated)	2	-2	-0.7	-2	4	-6	-5	5	nt
COc1ccc(NC2CC(=O)N(CCc3ccccc3)C2=O)cc1 (configuration not stated)	-6	-2	2.4	2	0	2	-8	-6	-8
N#Cc1c(SCc2ccccc2)sc(C(=O)c2ccccc2)c1N	7	-4	-1.2	0	0	-3	4	-1	2
COC(=O)[C@@]12CCCN1[C@H](c1ccc(-c3ccccc3)cc1)[C@H]1C(=O)N(C)C(=O)[C@H]12	-4	-5	2.2	4	3	0	7	-5	33
COCCCN(C(=S)Nc1cc(C)cc(C)c1)C(C)c1ccncc1 (configuration not stated)	-4	-1	0.0	-1	4	-1	-21	0	8
COc1ccc(C(=O)NC2CCN(CC(=O)Nc3cccc(C)c3)CC2)cc1OC	9	-3	-0.4	-6	0	-2	-1	3	13
COc1ccc(C)cc1S(=O)(=O)NC1CCCCC1C (configuration not stated)	3	-2	1.0	-1	2	-1	9	3	-1
CCCCc1nc2cc(C(=O)N3CCCC(OCCC)C3)ccc2o1 (configuration not stated)	2	0	2.7	7	4	-3	-11	1	7
O=C(CSc1nc2c(cnn2-c2ccccc2)c(=O)[nH]1)NC1CCS(=O)(=O)C1 (configuration not stated)	-4	-2	2.8	2	0	-3	1	-2	6
COc1ccccc1OCCCC(=O)Nc1nnc(C2CCCO2)s1 (configuration not stated)	1	2	1.6	3	3	-4	2	0	4
C=CCN(C(=O)c1cccc(S(=O)(=O)N2CCN(C)CC2)c1)c1nc(-c2ccccc2)cs1	9	2	2.9	-1	8	-3	13	-3	7
COC(=O)C1=CN(C(C)C)C=C(C(=O)OC)C1c1cc2c(cc1Br)OCO2	24	1	3.7	5	0	1	-11	6	13
COc1cc(/C=N/N(CCO)C2=NS(=O)(=O)c3ccccc32)cc(OC)c1OC	-5	1	1.3	5	3	3	25	3	-7
O=C(c1ccccc1F)N1CCN(c2cnn(-c3cccc(Cl)c3)c(=O)c2Cl)CC1	-2	-4	3.3	2	1	1	32	1	-3
Cc1occc1-c1nnc(SCC(=O)Nc2nc(C(C)(C)C)cs2)o1	0	0	0.0	1	0	7	0	2	-3
OCCCn1c(C2CCCN2c2nc(-c3ccc(Cl)cc3)cs2)nc2cc(C(F)(F)F)ccc21 (configuration not stated)	-2	3	4.6	-2	0	-2	5	3	-6
O=C(O)c1ccc([N+](=O)[O-])c2c1C(=O)c1ccccc1C2=O	-18	0	0.8	-2	0	2	-39	8	6
CC(=O)Nc1ccc(CN2CCCC(C(=O)c3ccc(C(F)(F)F)cc3)C2)cc1 (configuration not stated)	-1	-3	-2.2	2	0	0	1	3	-2
CC(=NNC(=O)c1cccc(S(=O)(=O)N2CCOCC2)c1)c1ccc(Cl)cc1	nt	nt	nt	2	1	nt	-4	7	1
CN(C)CCOC(c1ccc(Cl)cc1)c1ccccn1 (configuration not stated)	-9	-1	0.2	9	0	-3	-7	13	1
Nc1nonc1-c1nc2ccccc2n1CC(=O)Nc1ccccc1	1	3	-0.4	3	0	4	0	-1	3
CNC(=S)NN(c1ccccc1)c1ccccc1	-3	-2	-2.0	10	0	-2	-5	0	-4
O=C(OCC(=O)N1CCCC1=O)C1CCN(S(=O)(=O)c2c(Cl)cccc2Cl)CC1	4	-4	1.4	6	0	0	-14	4	-5
CN(C(=O)COC(=O)c1cccc(S(=O)(=O)N2CCCCC2)c1)C1CCS(=O)(=O)C1 (configuration not stated)	-2	0	-1.3	6	0	-3	-4	8	9
O=C(Nc1nc2c(Br)cccc2s1)C1CC1	2	6	4.3	0	2	-2	1	3	-28
CC(NC(=O)CS(=O)(=O)c1ccccc1)c1ccccc1 (configuration not stated)	-5	2	0.1	3	3	-1	8	12	10
CCCCCCOC(=O)C(C#N)c1nc2ccccc2nc1N1CCN(C)CC1 (configuration not stated)	-5	6	-0.5	-8	0	-2	-4	-2	-17
CCN1CCN(C(=O)c2ccc3c(=O)n(CCc4ccccc4)c(=O)[nH]c3c2)CC1	-5	0	-0.8	4	0	1	9	11	17
O=C(c1cc2cc(Br)ccc2o1)N1CCCC1	-11	1	-1.4	-1	0	9	-13	4	-14
COc1ccccc1NCC(=O)NC(=O)NC1CCCCC1	nt	nt	nt	-12	0	nt	-1	4	4
Cn1c(=O)n(Cc2ccccc2)c(=O)c2c1nc1n2CCN1Cc1ccco1	1	0	0.4	3	0	3	15	8	11
Cc1ccc2cc(CN(C(=O)c3cccnc3)C(C)C)c(=O)[nH]c2c1	12	2	-0.3	1	0	4	3	0	3
O=S(=O)(Nc1ncccn1)c1ccc(NC(=S)NCCc2ccc(Cl)cc2)cc1	5	-3	2.8	4	0	-1	-2	-4	-2
COc1ccc(C(C(=O)NCC2CCCO2)N(C(=O)CNC(=O)c2ccco2)c2cc(C)ccc2C)cc1OC (configuration not stated)	-12	3	0.2	-1	0	-4	3	-5	4
CCOc1ccc(S(=O)(=O)n2nc(C)cc2C)cc1	1	-1	-0.5	10	2	0	8	5	3
C/C=C(\C)C(=O)NCCN1C2=NC[C@H](Cc3ccccc3)N2C[C@@H]1Cc1ccc(OC)cc1	-34	2	0.6	-2	0	2	-5	-2	7
Cc1ccc2[nH]c(CCN(C)C)c(CC#N)c2c1	-3	3	-0.5	2	0	-2	6	8	8
Cc1ccc(NC(=O)C2CCCN2S(=O)(=O)c2ccc3c(c2)n(C)c(=O)c(=O)n3C)cc1 (configuration not stated)	3	-4	-1.0	3	0	2	0	2	3
Cc1ccc(-n2c(C)cc(C(=S)N3CCOCC3)c2C)cc1C	13	1	-0.1	5	2	2	-1	-8	6
Cc1cccc(N2C(=O)SC(N(CC(=O)O)c3cccc(C)c3)C2=O)c1 (configuration not stated)	6	-4	3.2	-2	2	-2	2	-14	-3
CC(C)c1ccccc1OCC(=O)N1CCCCCCC1	-1	0	0.4	4	0	2	6	0	-3
O=C(Cn1cccc1C(=O)c1ccccc1)NCCN1CCCCCC1	-3	0	0.4	-8	0	-1	-2	9	2
CCCc1nc(NCCCOCC)c2nnn(Cc3ccccc3)c2n1	5	-1	2.0	-7	0	0	0	2	-10
Cc1cccc2c1-c1sc(C(=O)N3CCCCC3)cc1CO2	-2	1	1.8	3	3	2	44	3	-2
CCCc1nc2nc(C)c(NS(=O)(=O)c3ccc(F)cc3)c(=O)n2[nH]1	2	2	1.2	8	2	-2	-4	9	9
Cc1cc(C2(c3ccc(O)c(C)c3)OC(=O)c3ccccc32)ccc1O	4	-1	3.8	-8	11	-2	8	4	-32

(more compounds)
SMILES	HCV core dimer	PP1 inh	PP5 primary	proCasp3 act	GRK2 inh	Fh CTSL1 inh	JMJD2C inh	proCasp7 act	VLA-4 inh
CCc1nc2c(sc3nc4c(cc32)COC(C)(C)C4)c(=O)n1Cc1ccco1	9	-1	5.1	2	2	3	-4	0	3
COc1cc(NC(=O)C2=C(N3CCOCC3)/C(=C\c3ccc(N(C)C)cc3)CCC2)cc(OC)c1OC	7	0	3.3	-2	0	-1	2	-9	0
NC(=O)c1c(NC(=O)Cn2nc(C(=O)O)c3ccccc3c2=O)sc2c1CCCC2	15	-2	-0.7	5	0	-1	-3	6	1
CCN(CC)c1ccc(/C=N/NC(=O)c2nnn(-c3nonc3N)c2-c2ccc(C)cc2)cc1	10	8	4.4	-12	4	3	0	-13	9
Cc1ccnc(NS(=O)(=O)c2ccc(NC(=O)c3cc(=O)c4ccccc4o3)cc2)n1	-16	2	1.7	2	1	9	7	-1	2
Cc1cccn2c(=O)c3cc(C(=O)N4COCC4(C)C)n(Cc4ccccc4)c3nc12	-1	-6	-1.2	5	9	-3	0	11	0

In the list so far, 2 have a CF3 group:
SMILES	HCV core dimer	PP1 inh	PP5 primary	proCasp3 act	GRK2 inh	Fh CTSL1 inh	JMJD2C inh	proCasp7 act	VLA-4 inh
OCCCn1c(C2CCCN2c2nc(-c3ccc(Cl)cc3)cs2)nc2cc(C(F)(F)F)ccc21 (configuration not stated)	-2	3	4.6	-2	0	-2	5	3	-6
CC(=O)Nc1ccc(CN2CCCC(C(=O)c3ccc(C(F)(F)F)cc3)C2)cc1 (configuration not stated)	-1	-3	-2.2	2	0	0	1	3	-2

An unsorted share of the library. Share with any hit: about 2.6%.
